PLAP act: human PLAP activation | P05187 | purified PLAP enzyme, luminescent substrate read-out; stronger effect = higher value | activation fold at 20 µM | actives 1.2% (n = 96,000) | AID 696; in the data active = activation fold above about 2
Target sequence (P05187 whole entry, looked up): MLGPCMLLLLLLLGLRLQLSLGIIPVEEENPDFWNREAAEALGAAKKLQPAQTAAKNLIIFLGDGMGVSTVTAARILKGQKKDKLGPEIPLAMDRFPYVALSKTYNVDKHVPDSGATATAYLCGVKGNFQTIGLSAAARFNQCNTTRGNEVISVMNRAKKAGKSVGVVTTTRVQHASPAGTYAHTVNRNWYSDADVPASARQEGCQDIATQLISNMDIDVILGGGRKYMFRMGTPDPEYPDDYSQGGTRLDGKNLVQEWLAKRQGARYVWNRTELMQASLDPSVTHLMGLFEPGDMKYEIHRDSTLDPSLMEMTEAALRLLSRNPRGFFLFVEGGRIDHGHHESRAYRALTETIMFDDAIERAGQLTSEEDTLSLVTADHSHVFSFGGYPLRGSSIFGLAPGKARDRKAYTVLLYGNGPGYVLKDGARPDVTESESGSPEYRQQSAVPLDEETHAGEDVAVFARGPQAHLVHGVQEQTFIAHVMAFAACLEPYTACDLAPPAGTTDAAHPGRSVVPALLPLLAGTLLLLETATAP
MT1-MMP txn act: MT1-MMP promoter transcription activation; AID 750; HT1080 MT1-MMP promoter luciferase reporter, luminescence, overnight; stronger effect = higher value; actives 0.16% (n = 86,000); activation factor at 10 µM;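 active = activation factor of at least 2 for MT1-MMP transcription at 10 µM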
PLK1 inh: inhibitors of human PLK1 kinase. actives 0.53% (n = 97,000). inhibition, % at 10 µM. recombinant PLK1 kinase, TR-FRET peptide phosphorylation;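 active = inhibition of 50% or more in the single-concentration screen; inactive = inhibition below 50%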;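 note: 0% = DMSO max control and 100% = H-89 dihydrochloride min control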
An asterisk follows results filed as active; / = not tested or not shown. These rows are one share of the data; rates above refer to the full screens.

| # | SMILES | PLAP act | MT1-MMP txn act | PLK1 inh |
| --- | --- | --- | --- | --- |
| 1 | CCn1nc(-c2cccs2)nc2c(=O)n(C)c(=O)nc1-2 | 0.9 | / | / |
| 2 | CC1(C)Cc2c(sc3c2C(=O)NC(c2cccnc2)N3)CO1 (stereo unspecified) | 1.3 | / | / |
| 3 | CC1N(P(=O)(c2ccccc2)c2ccccc2)CC(O)(c2ccccc2)CC12CC2 (stereo unspecified) | / | 1.4 | / |
| 4 | CCOC(=O)C1=C(N)OC2=C(C(=O)CCC2)C12C(=O)N1c3c(ccc(C)c32)C(C)=CC1(C)C (stereo unspecified) | / | 1 | / |
| 5 | O=C(CCCn1c(=O)[nH]c2cc(Cl)ccc2c1=O)N1CCC2(CC1)OCCO2 | / | 1.3 | / |
| 6 | COC(=O)[C@@]1(Cc2ccc(F)cc2)[C@H]2c3cc(C(=O)N(C)C)[nH]c3C[C@H]2CN1C(=O)c1ccccc1 | / | 1.1 | / |
| 7 | CNCC(O)c1ccc(O)cc1 (stereo unspecified) | / | 1.2 | / |
| 8 | CNC(=O)[C@H]1C[C@@H]1[C@H](NP(=O)(c1ccccc1)c1ccccc1)c1ccccc1 | / | 1.2 | / |
| 9 | C[N+]1(C)CCc2cc3c(cc2[C@H]1[C@@H]1OC(=O)c2c1ccc1c2OCO1)OCO3 | / | 1 | / |
| 10 | CC(C)[C@H]1C(=O)N2CCC[C@H]2[C@]2(O)O[C@](NC(=O)[C@@H]3C=C4c5cccc6[nH]cc(c56)C[C@H]4N(C)C3)(C(C)C)C(=O)N12 | / | 1.2 | / |
| 11 | CCCN1[C@H](C(=O)OC)C[C@@H]2CC[C@@H](O)C[C@@H]21 | / | 1 | / |
| 12 | CC[N+]1(C)CCCC(OC(=O)C(O)(c2ccccc2)c2ccccc2)C1 (stereo unspecified) | / | 1.1 | / |
| 13 | COC(=O)[C@@H]1C[C@H]2CC[C@H](O)C[C@H]2N1CC1CC1 | / | 1.1 | / |
| 14 | C[C@]12CCC(=O)C=C1CC[C@@H]1[C@@H]2CC[C@]2(C)C(=O)CC[C@@H]12 | / | 1.1 | / |
| 15 | C[C@H]1OC[C@@H](C[N+](C)(C)C)O1 | / | 1.1 | / |
| 16 | CC(CCc1ccccc1)NC(C)C(O)c1ccc(O)cc1 (stereo unspecified) | / | 1 | / |
| 17 | CN1C(=O)CN=C(c2ccc(Cl)cc2)c2cc(Cl)ccc21 | / | 1.1 | / |
| 18 | CCCCOCCCn1c(N)c(C(=O)OC(C)COC)c2nc3ccccc3nc21 (stereo unspecified) | / | 0.9 | / |
| 19 | COC(=O)[C@@H]1C[C@@]2(O)[C@H](O)[C@H](O)[C@H](O)C[C@H]2N1Cc1cccnc1 | / | 1.2 | / |
| 20 | C=C[C@@H]1C[C@@]1(C)[C@@H](NP(=O)(c1ccccc1)c1ccccc1)c1ccccc1 | / | 1 | / |

Part of the list above, with two lines to a compound:
Sequence of screens: PLAP act, MT1-MMP txn act, PLK1 inh
(20) C=C[C@@H]1C[C@@]1(C)[C@@H](NP(=O)(c1ccccc1)c1ccccc1)c1ccccc1
→ /, 1, /
(19) COC(=O)[C@@H]1C[C@@]2(O)[C@H](O)[C@H](O)[C@H](O)C[C@H]2N1Cc1cccnc1
→ /, 1.2, /
(11) CCCN1[C@H](C(=O)OC)C[C@@H]2CC[C@@H](O)C[C@@H]21
→ /, 1, /
(14) C[C@]12CCC(=O)C=C1CC[C@@H]1[C@@H]2CC[C@]2(C)C(=O)CC[C@@H]12
→ /, 1.1, /

(list continues)
| # | SMILES | PLAP act | MT1-MMP txn act | PLK1 inh |
| --- | --- | --- | --- | --- |
| 21 | Nc1ccc([As](=O)(O)O)cc1 | / | 0.9 | / |
| 22 | CCOc1ccc(-c2cc(C(=O)N3CCC4(CC3)OCCO4)c3ccccc3n2)cc1 | / | 1.2 | / |
| 23 | Clc1ccc(CSC(Cn2ccnc2)c2ccc(Cl)cc2Cl)cc1 (stereo unspecified) | / | 1 | / |
| 24 | O=c1c2ccccc2[se]n1-c1ccccc1 | / | 0.8 | / |
| 25 | CCC/C=C(\CCC)C(NP(=O)(c1ccccc1)c1ccccc1)c1ccccc1 (stereo unspecified) | / | 1.2 | / |
| 26 | Clc1ccc(COC(Cn2ccnc2)c2ccc(Cl)cc2Cl)c(Cl)c1 (stereo unspecified) | / | 1 | / |
| 27 | CC(=O)[C@@]1(O)CC[C@H]2[C@@H]3CC=C4C[C@@H](O)CC[C@]4(C)[C@H]3CC[C@@]21C | / | 1.1 | / |
| 28 | Cn1c(O)c(C=NC2CCN(Cc3ccccc3)CC2)c(=O)n(C)c1=O | / | 1.1 | -4.9 |
| 29 | CCN1CCN(Cc2ccc(C)cc2C)CC1 | 0.9 | 1.2 | / |
| 30 | CCOC(=O)C(C)Oc1cc(C)cc2oc(=O)c3c(c12)CCCC3 (stereo unspecified) | 1 | 1.4 | / |
| 31 | O=C(C1CCCN(S(=O)(=O)c2cccc3nsnc23)C1)N1CCC2(CC1)OCCO2 (stereo unspecified) | 1.8 | 1.1 | / |
| 32 | CCCNc1oc(-c2cccc3ccccc23)nc1C#N | 1 | 1.3 | / |
| 33 | CC12CCC(=O)C=C1CCC1C2CCC2(C)C(O)CCC12 (stereo unspecified) | 0.8 | 1 | / |
| 34 | CCCCOC(=O)C1=C(N)OC2=C(C(=O)CCC2)[C@]12C(=O)N(C)c1ccccc12 | 1.8 | 1.1 | / |
| 35 | OC(COCc1ccc(Cl)cc1)CN1CC=C(c2ccccc2)CC1 (stereo unspecified) | 1.5 | 1.1 | / |
| 36 | COc1ccc2c(c1OC)C(=O)OC2c1c(O)n(Cc2ccc(F)cc2)c(=O)[nH]c1=O (stereo unspecified) | 1.3 | 1 | / |
| 37 | CCOC(=O)c1cc(C)n(CCc2cnc[nH]2)c1C | 2.4* | 1.1 | / |
| 38 | Cc1[nH]c2c(C(F)(F)F)cccc2c1CCN | 1.1 | 1.4 | / |
| 39 | CCCCn1c(=O)c(C(=O)Nc2ccccc2S(N)(=O)=O)c(O)c2ccccc21 | 1 | 1.3 | / |
| 40 | FC(F)(F)c1ccc2c(c1)NP(=S)(N1CCOCC1)c1nccn1-2 (stereo unspecified) | 1.4 | 1.1 | / |
| 41 | CCOC(=O)C1C(=O)NC2(C)CC1c1cc(OC)ccc1O2 (stereo unspecified) | 1 | 1.3 | / |
| 42 | C=CP(=O)(O)c1ccccc1 | 0.9 | 0.9 | / |
| 43 | CCc1sc(C(=O)N2CCC3(CC2)OCCO3)cc1Br | 1.5 | 1.2 | / |
| 44 | CCOC(=O)c1cncn1C(C)c1ccccc1 (stereo unspecified) | 0.9 | 1.2 | / |
| 45 | O=c1cccc2n1CC1CC2CN(Cc2c(F)cccc2Cl)C1 (stereo unspecified) | 1.4 | 1.2 | / |
| 46 | CC1(C)CSC(Nc2ccc(F)c(Cl)c2)=N1 | 0.8 | 1.1 | / |
| 47 | COc1cc(CN2C(=O)NC(=O)C3(Cc4cc(C)ccc4N(C)C3)C2=O)cc(OC)c1 (stereo unspecified) | 1.4 | 0.9 | / |
| 48 | OCC12COC3c4ccccc4C(OC1)N32 (stereo unspecified) | 1 | 1 | / |
| 49 | O=C(Nc1cccc(Cl)c1)c1c(O)c2c(n(Cc3ccco3)c1=O)CCCC2 | 1.3 | 1.5 | / |
| 50 | COCCOC(=O)c1c(N)n(Cc2ccc(OC)cc2)c2nc3ccccc3nc12 | 1.5 | 0.9 | / |
| 51 | COc1ccc2nc(NC(=O)CCc3nc(C4=CCN(C)CC4)no3)sc2c1 | 1.3 | 1.1 | / |
| 52 | COc1cccc(-n2nc(C(=O)N3CCC4(CC3)OCCO4)c3ccccc3c2=O)c1 | 1.1 | 1.2 | / |
| 53 | CN(C)c1ccc(P(=S)(N(C)C)N(C)C)cc1 | 1.4 | 1.2 | / |
| 54 | CCOP(=O)(C#CC(C)(C)C)C1(O)CCCCC1 (stereo unspecified) | 1.3 | 1.2 | / |
| 55 | CCCCNC(=O)c1c(N)n(CCCOC)c2nc3ccccc3nc12 | 1.8 | 1.2 | / |
| 56 | O=C(c1cc(S(=O)(=O)N2CCOCC2)ccc1F)N1CCC2(CC1)OCCO2 | 1.2 | 1 | / |
| 57 | CC12CNCC(C)(CNC1)C2O (stereo unspecified) | 1.1 | 1 | / |
| 58 | COCCOC(=O)C1=C(N)Oc2c(c(=O)oc3ccccc23)[C@@]12C(=O)Nc1ccccc12 | 1.1 | 1 | / |
| 59 | O=C(Cn1ncc2c3ccccc3n(Cc3cccc(Cl)c3)c2c1=O)N1CCC2(CC1)OCCO2 | 1.5 | 1.1 | / |
| 60 | C=CCn1c(O)c(C(=O)CCCCCC)c(=O)[nH]c1=O | 1 | 1.2 | / |
| 61 | CCOc1ccccc1C1SCC(=O)Nc2c1c(=O)[nH]n2C(CC)CC (stereo unspecified) | 1.1 | 1.5 | / |
| 62 | COC(=O)c1c(N)n(Cc2ccc(OC)cc2)c2nc3ccccc3nc12 | 1.3 | 1 | / |
| 63 | CN(C)P(=NC(=S)c1cccn1C)(N(C)C)N(C)C | 1 | 1 | / |
| 64 | CCCOc1ccccc1C1SCC(=O)Nc2c1c(=O)[nH]n2C(C)CCC (stereo unspecified) | 1.1 | 1 | / |
| 65 | CCc1nc(N2CCNCC2)c(C#N)c2c1CSC(C)(C)C2 | 1.7 | 0.9 | / |

Gathered by group, those above containing four or more nitrogen atoms
| # | SMILES | PLAP act | MT1-MMP txn act | PLK1 inh |
| --- | --- | --- | --- | --- |
| 1 | CCn1nc(-c2cccs2)nc2c(=O)n(C)c(=O)nc1-2 | 0.9 | / | / |
| 10 | CC(C)[C@H]1C(=O)N2CCC[C@H]2[C@]2(O)O[C@](NC(=O)[C@@H]3C=C4c5cccc6[nH]cc(c56)C[C@H]4N(C)C3)(C(C)C)C(=O)N12 | / | 1.2 | / |
| 18 | CCCCOCCCn1c(N)c(C(=O)OC(C)COC)c2nc3ccccc3nc21 (stereo unspecified) | / | 0.9 | / |
| 28 | Cn1c(O)c(C=NC2CCN(Cc3ccccc3)CC2)c(=O)n(C)c1=O | / | 1.1 | -4.9 |
| 31 | O=C(C1CCCN(S(=O)(=O)c2cccc3nsnc23)C1)N1CCC2(CC1)OCCO2 (stereo unspecified) | 1.8 | 1.1 | / |
| 40 | FC(F)(F)c1ccc2c(c1)NP(=S)(N1CCOCC1)c1nccn1-2 (stereo unspecified) | 1.4 | 1.1 | / |
| 50 | COCCOC(=O)c1c(N)n(Cc2ccc(OC)cc2)c2nc3ccccc3nc12 | 1.5 | 0.9 | / |
| 51 | COc1ccc2nc(NC(=O)CCc3nc(C4=CCN(C)CC4)no3)sc2c1 | 1.3 | 1.1 | / |
| 55 | CCCCNC(=O)c1c(N)n(CCCOC)c2nc3ccccc3nc12 | 1.8 | 1.2 | / |
| 59 | O=C(Cn1ncc2c3ccccc3n(Cc3cccc(Cl)c3)c2c1=O)N1CCC2(CC1)OCCO2 | 1.5 | 1.1 | / |
| 62 | COC(=O)c1c(N)n(Cc2ccc(OC)cc2)c2nc3ccccc3nc12 | 1.3 | 1 | / |
| 63 | CN(C)P(=NC(=S)c1cccn1C)(N(C)C)N(C)C | 1 | 1 | / |
| 65 | CCc1nc(N2CCNCC2)c(C#N)c2c1CSC(C)(C)C2 | 1.7 | 0.9 | / |
